# Integrin act MD: activators of alpha7 integrin expression for muscular dystrophy; Potency, µM (series often up to 38.3 µM), inactives show at the highest dose activation, hits mostly activators; alpha7betagal myoblasts, beta-gal FDG fluorescence, 48 h; actives 0.064% (n = 350,000);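 also: potency is read from the fitted curve at half-maximal effect; 100% = response of the positive control SU9516; nearly all actives have a fitted effect of over 60% in size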
#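 Alpha7betagal+/- myoblasts (passage 13) were plated 16-24 hr, then exposed to compounds (1:260 dilution of DMSO stock) for 48 hours at 37C. After MPER lysis, β-galactosidase reporter activity was read as FDG fluorescence (ex 480/em 540) after 30 minutes.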
# ELG1 genotoxic: induces genotoxicity in HEK293T cells with luciferase-tagged ELG1; HEK293T ELG1-luciferase reporter, luminescence, 16 h; Potency, µM (titrated, usually from 46 µM), without a hit: at the highest dose activity change, positive = activation, usual class: activators; actives 1.3% (n = 330,000); also: potency is read from the fitted curve at half-maximal effect; % of control where 0% means no effect; nearly all actives have a fitted effect of over 60% in size
#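 Luminescence read-out: rising ELG1-luciferase signal, reflecting elevated ELG1 protein under genetic stress, flags genotoxic compounds. Cells were treated for 16 hr at 37 °C before ONE-Glo detection.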
# Eya2 inh: blocks the phosphatase activity of human Eya2. Potency, µM (titrated, usually from 76.9 µM), without a hit: top-dose activity, negative = inhibition, most hits filed as inhibitors. O00167. actives 0.006% (n = 330,000). recombinant Eya2, OMFP fluorescence dephosphorylation (OMFP is methylfluorescein phosphate); also: potency is read from the fitted curve at half-maximal effect; % is scaled to controls: 0 for no effect and ±100 for the full control effect
# Target sequence (O00167 whole entry, looked up): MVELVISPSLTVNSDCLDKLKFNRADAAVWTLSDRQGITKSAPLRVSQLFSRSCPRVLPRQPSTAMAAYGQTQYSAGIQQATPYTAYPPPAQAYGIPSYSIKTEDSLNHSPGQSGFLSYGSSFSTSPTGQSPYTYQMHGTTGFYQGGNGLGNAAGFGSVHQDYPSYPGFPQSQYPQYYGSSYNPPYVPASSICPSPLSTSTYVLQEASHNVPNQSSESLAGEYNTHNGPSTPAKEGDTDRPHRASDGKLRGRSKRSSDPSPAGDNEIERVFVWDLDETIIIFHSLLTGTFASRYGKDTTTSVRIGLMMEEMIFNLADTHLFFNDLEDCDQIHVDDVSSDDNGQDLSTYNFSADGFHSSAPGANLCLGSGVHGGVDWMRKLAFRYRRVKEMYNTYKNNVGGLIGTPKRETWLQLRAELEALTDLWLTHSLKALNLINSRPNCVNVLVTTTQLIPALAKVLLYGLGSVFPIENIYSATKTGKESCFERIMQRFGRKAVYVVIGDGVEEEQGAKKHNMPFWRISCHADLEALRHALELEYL
#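 Eya2 protein (added as 0.2 uM solution) was preincubated with compound for 10 min at ambient temperature in 50 mM HEPES pH 7.5, 50 mM NaCl, 5 uM MgCl2, 0.05% BSA, 1 mM DTT. OMFP (added at 50 uM) then reacted 10 min; fluorescence read at 485/525 nm.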
# uPA surface inh: cell surface uPA generation inhibition; cell surface uPA generation assay, qHTS; Potency, µM (series often up to 38.3 µM), for inactives: top-dose activity change, negative = inhibition, hits mostly inhibitors; actives 0.31% (n = 330,000); active = well fitted inhibition curve with a large enough effect; inconclusive = small, poorly fitted or top-dose-only effect; inactive = no such curve, though single readings can be large or run the other way; tested in mouse RAW 264.7 cells; also: potency is read from the fitted curve at half-maximal effect; % is scaled to controls: 0 for no effect and ±100 for the full control effect; nearly all actives have a fitted effect of over 55% in size
# TSG101-PTAP inh: blocks PTAP/TSG101 interaction to inhibit HIV-1 budding | Fluorescence polarization, FITC-PTAP peptide / Tsg101 binding | AID 493005 | 340,000 tested, under 10 active | Potency, µM (titrated, usually from 115 µM), for inactives: at the top dose activity change, negative = inhibition, most hits filed as inhibitors; active = well fitted inhibition curve with a large enough effect in the main read-out, with a control signal flat, not every such curve was filed as active; inconclusive = small, poorly fitted or top-dose-only effect, or effect the other way, or a change in a side signal; inactive = no such curve, though single readings can be large or run the other way; also: potency is read from the fitted curve at half-maximal effect; % of control where 0% means no effect
#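 FP read-out: FITC-PTAP peptide, 50 nM final, binding Tsg101 binding domain, 10 uM final; 20 min, r.t.; 10 mM HEPES pH 7.5, 0.15 M NaCl, 0.01% Tween 20, 3 mM EDTA, 0.1 mM TCEP.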
# B2AR arrestin: beta2AR (human) beta-arrestin recruitment activity | beta-arrestin recruitment to beta2AR, cell-based reporter | Potency, µM (doses to about 46.1 µM), without a hit: at the top dose activation, usual class: activators | actives 0.02% (n = 330,000);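 also: potency is read from the fitted curve at half-maximal effect; 0% = DMSO controls and full agonism = EC100 isoproterenol or metaproterenol; nearly all actives have a fitted effect of over 65% in size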
# Target sequence (P07550 whole entry, looked up): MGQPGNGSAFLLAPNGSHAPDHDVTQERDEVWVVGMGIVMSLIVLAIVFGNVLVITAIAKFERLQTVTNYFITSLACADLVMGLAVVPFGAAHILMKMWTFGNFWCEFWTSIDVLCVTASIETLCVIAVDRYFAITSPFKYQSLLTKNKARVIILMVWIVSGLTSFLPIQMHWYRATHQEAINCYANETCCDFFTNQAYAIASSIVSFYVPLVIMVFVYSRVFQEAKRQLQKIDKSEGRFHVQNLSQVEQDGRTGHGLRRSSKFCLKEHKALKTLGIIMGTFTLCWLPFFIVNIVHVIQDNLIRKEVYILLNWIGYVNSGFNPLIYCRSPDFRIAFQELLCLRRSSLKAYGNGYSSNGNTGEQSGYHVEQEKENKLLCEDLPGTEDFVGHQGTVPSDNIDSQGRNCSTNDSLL
# BRCA1 expr act: BRCA1 expression activation; Potency, µM (series often up to 46.1 µM), without a hit: at the highest dose activation, usual class: activators; AID 624202; MCF7-BRCA1-FFLuc reporter, luminescence, 48 h; response scale: scaled: vehicle 0%, 10 µM genistein 100%; actives 1.1% (n = 380,000); also: potency is read from the fitted curve at half-maximal effect; nearly all actives have a fitted effect of over 80% in size; some results filed as inactive show a strong effect at the top dose
#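 48 h compound treatment of MCF7-BRCA1-FFLuc cells (phenol-red free MEM, 37 °C), then 15 min with luciferase substrate and luminescence imaging.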
# USP2a inh: USP2a (human) protease inhibition; O75604; USP2 core, Ub-CHOP2 coupled fluorogenic reporter, 485/531; Potency, µM (titrated, usually from 38.3 µM), inactives show at the highest dose activity change, negative = inhibition, actives largely listed as inhibitors; actives 0.01% (n = 330,000);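 also: potency is read from the fitted curve at half-maximal effect; plate controls were DMSO wells for no effect and full inhibition by NEM control for full effect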
#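 Deubiquitinase activity read as fluorescence (485/531 nm) after Ub-CHOP2 cleavage activates the enterokinase reporter on its substrate; USP2 core 10nM, Ub-CHOP2 and substrate 25nM each, 30min compound preincubation then 60min RT; data normalized to NEM, curves fitted.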
# ASM inhibitor: blocks human secretory acid sphingomyelinase; Potency, µM (series often up to 57.5 µM), for inactives: at the top dose activity change, negative = inhibition, hits mostly inhibitors; actives 0.006% (n = 340,000); placental ASM, HMU-PC fluorogenic substrate, 60 min; also: potency is read from the fitted curve at half-maximal effect
#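 Fluorogenic HMU-PC substrate (9 uM final) is turned over by placental ASM in 60 min at 37 C after a 10 min compound preincubation. Reaction ended by alkaline stop (pH 10), with fluorescence read at 386/447 nm.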
# TRPV1 agonist: activates the human vanilloid receptor TRPV1. TRPV1-expressing cells, Fluo-8 calcium influx, agonist mode. Q8NER1. AID 540275. activation, % at 8.33 µM. actives 0.19% (n = 320,000); in the data active = activation above about 80%; inconclusive = between about 30% and that limit; also: 0% is about no effect
#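 TRPV1-expressing cells were cultured overnight at 35.5C and loaded with Fluo-8 calcium dye for 40 to 90 min at room temperature. After a 10 s baseline, compound was added and calcium influx was read kinetically for 3 min (ex 480/em 520 nm).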
# p53 reactivation: re-activators of mutant p53; H1299 p53-A138V BP100-luciferase reporter, luminescence, 24 h; Potency, µM (doses to about 92.2 µM), for inactives: top-dose activity change, positive = activation, usual class: activators; actives 0.063% (n = 320,000); also: potency is read from the fitted curve at half-maximal effect; % of control where 0% means no effect; nearly all actives have a fitted effect of over 45% in size
#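 H1299 (p53-null), stable ts p53-A138V + BP100-Luc; 1000 cells/well, Opti-MEM/10% FBS; cpd 4 pt, 1:5; 24 h, 37 deg C, 5% CO2; detection reagent 10 min RT; luminescence.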
# Active calls of the source: *; u = inconclusive; x = no result given; [ ] = another dose, or the depositor's remark. Unless noted, calls follow the shape of the dose curve; as a rule, active = well fitted curve in the direction sought with a large enough effect; inconclusive = small, poorly fitted or top-dose-only effect, or another doubt; inactive = no such curve, though single readings can be large; an effect the other way counts as inactive or inconclusive.
1: CCOC(=O)c1c(C)n(Cc2ccccc2)c2ccc(OCC(O)Cn3nc(C)cc3C)cc12 (stereo unspecified)
2: C=CCn1c(O)c(C(C)=NC(C)c2ccccc2)c(=O)[nH]c1=O (stereo unspecified)
3: O=C(COc1ccc2c3c(c(=O)oc2c1)CCC3)N1C[C@H]2C[C@@H](C1)c1cccc(=O)n1C2
4: COC(=O)C1=C(c2ccc(F)cc2OCc2ccccc2)C[C@@H]2CC[C@H]1N2C(=O)NC1CCN(Cc2ccccc2)CC1
5: CC(Cc1ccccc1)NC(N)=O (stereo unspecified)
6: CCN(CC)c1ccc([N+](=O)[O-])c2cccnc12
7: CN(C)C(=O)Oc1ccc(-c2cn3cc(Cl)ccc3n2)cc1
8: CC1=Nc2cc(C(=O)N3CCC4(CC3)OCCO4)ccc2Sc2ccc(Cl)cc21

Assay by compound	1	2	3	4	5	6	7	8
Integrin act MD	-62%[inhibitor]	u	-3%	-43%	9%	-15%	37%	-1%
ELG1 genotoxic	-5%	u	13%	-5%	0%	-2%	u	1%[9.26 µM]
Eya2 inh	-8%	u	-18%	-17%	4%	-7%	1%	8%
uPA surface inh	-2%	-27%	11%	u	1%	-7%	u	3%
TSG101-PTAP inh	-6%	-5%	1%	0%	1%	-3%	-2%	-3%
B2AR arrestin	-0.4%	-0.9%	-0.4%	0.4%	-1.0%	-0.1%	-0.1%	0.0%
BRCA1 expr act	-37%	-23%	3%	-13%	-5%	-1%	-8%	-21%
USP2a inh	0%	5%	-1%	2%	-1%	-7%	2%	2%
ASM inhibitor	u	1%	24%	0%	2%	-10%	11%	-1%
TRPV1 agonist	3	8	2	14	-2	5	4	8
p53 reactivation	-10%	-3%	7%	16%	-3%	-6%	u	-5%

# Two records picked at random from those above, as already listed:
8: CC1=Nc2cc(C(=O)N3CCC4(CC3)OCCO4)ccc2Sc2ccc(Cl)cc21
1: CCOC(=O)c1c(C)n(Cc2ccccc2)c2ccc(OCC(O)Cn3nc(C)cc3C)cc12 (stereo unspecified)

Assay by compound	8	1
Integrin act MD	-1%	-62%[inhibitor]
ELG1 genotoxic	1%[9.26 µM]	-5%
Eya2 inh	8%	-8%
uPA surface inh	3%	-2%
TSG101-PTAP inh	-3%	-6%
B2AR arrestin	0.0%	-0.4%
BRCA1 expr act	-21%	-37%
USP2a inh	2%	0%
ASM inhibitor	-1%	u
TRPV1 agonist	8	3
p53 reactivation	-5%	-10%

# Additional entries follow:
9: COc1ccc(C(=O)C2CCCN(Cc3ccc(F)cc3F)C2)cc1F (stereo unspecified)
10: NC(=S)/N=C/c1c(O)[nH]c(=O)[nH]c1=O
11: COc1ccc(NC(=O)CN(C)S(=O)(=O)c2ccc3[nH]c(=O)oc3c2)cc1
12: CC(=O)CC(C)(C)n1c[n+](C)nn1
13: CC(C)c1ccccc1NC1=NCCCS1
14: CC(C)C[C@H]1CN([C@@H](CC(C)C)CN2CCCC2CN2C(=S)NC[C@@H]2Cc2ccc(O)cc2)C(=S)N1CC1CCCCC1 (stereo partly specified)
15: COc1ccc(O)c(C(C)(C)C)c1
16: O=C1NC(=O)C(=Cc2ccc(N3CCOCC3)o2)C(=O)N1

Assay by compound	9	10	11	12	13	14	15	16
Integrin act MD	-2%	2%	u	41%	0%	1%	x	24%
ELG1 genotoxic	-3%	-2%	2%[9.26 µM]	2%	-9%	x	2%	3%
Eya2 inh	-7%	6%	6%	-4%	16%	x	10%	-2%
uPA surface inh	3%	6%	-70%	7%	-2%	32%[activator]	29%	0%
TSG101-PTAP inh	-4%	6%	5%	-6%	-4%	-10%	0%	u
B2AR arrestin	3.2%	0.1%	-0.1%	0.2%	-0.3%	x	-0.1%	0.3%
BRCA1 expr act	-11%	0%	6%	1%	0%	0%	23%	-1%
USP2a inh	-1%	-1%	5%	0%	4%	x	10%	0%
ASM inhibitor	-1%	4%	2%	2%	0%	-26%	0%	-12%
TRPV1 agonist	u	2	0	-3	3	x	-2	3
p53 reactivation	x	0%	1%	2%	0%	x	7%	2%

17: COC(=O)C(O)(c1ccc(NC(=O)NC2CCCCC2)cc1)C(F)(F)F (stereo unspecified)
18: CN(C)c1cc(N)c2c(n1)CCC2 (tested in a mixture with another compound)
19: CC12CCC(O)CC1CCC1C2CCC2(C)C(C3=CC(=O)OC3)C(O)CC12O (stereo unspecified)
20: CN(C)CC1Oc2ccccc2OC1(O)c1ccccc1 (stereo unspecified)
21: COc1ccccc1NC(=O)COC(=O)c1cc(C)n(C2CC2)c1C
22: Cc1cc(OC(=O)c2ccco2)c2c3c(c(=O)oc2c1)CCC3

Assay by compound	17	18	19	20	21	22
Integrin act MD	8%	4%	20%	-79%[inhibitor]	26%	22%
ELG1 genotoxic	u	-2%	x	-9%	2%	2%
Eya2 inh	2%	-12%	x	0%	4%	17%
uPA surface inh	-3%	-4%	-8%	-7%	-7%	-11%
TSG101-PTAP inh	-5%	0%	-3%	-1%	-5%	0%
B2AR arrestin	0.1%	-0.1%	x	-0.6%	-0.2%	-1.1%
BRCA1 expr act	x	-4%	-88%	-15%	-10%	0%
USP2a inh	3%	1%	x	2%	-1%	0%
ASM inhibitor	0%	-2%	2%	4%	5%	28%
TRPV1 agonist	2	-2	x	10	x	1
p53 reactivation	u	3%	x	-12%	2%	6%

# Quoted from the listing:
# Under BRCA1 expr act, CCOC(=O)c1c(C)n(Cc2ccccc2)c2ccc(OCC(O)Cn3nc(C)cc3C)cc12 (stereo unspecified) has the entry -37%
# Under TSG101-PTAP inh, CN(C)C(=O)Oc1ccc(-c2cn3cc(Cl)ccc3n2)cc1 has the entry -2%
# Under ASM inhibitor, CN(C)CC1Oc2ccccc2OC1(O)c1ccccc1 (stereo unspecified) has the entry 4%
# Under B2AR arrestin, COC(=O)C1=C(c2ccc(F)cc2OCc2ccccc2)C[C@@H]2CC[C@H]1N2C(=O)NC1CCN(Cc2ccccc2)CC1 has the entry 0.4%
# Under TSG101-PTAP inh, COc1ccc(C(=O)C2CCCN(Cc3ccc(F)cc3F)C2)cc1F (stereo unspecified) has the entry -4%
# Under BRCA1 expr act, CCN(CC)c1ccc([N+](=O)[O-])c2cccnc12 has the entry -1%
# Under ASM inhibitor, CC(C)C[C@H]1CN([C@@H](CC(C)C)CN2CCCC2CN2C(=S)NC[C@@H]2Cc2ccc(O)cc2)C(=S)N1CC1CCCCC1 (stereo partly specified) has the entry -26%

# An excerpt of these results, tab-delimited:
cpd	canonical_smiles	Integrin act MD	ELG1 genotoxic	Eya2 inh	uPA surface inh	TSG101-PTAP inh	B2AR arrestin	BRCA1 expr act	USP2a inh	ASM inhibitor	TRPV1 agonist	p53 reactivation
16	O=C1NC(=O)C(=Cc2ccc(N3CCOCC3)o2)C(=O)N1	24%	3%	-2%	0%	u	0.3%	-1%	0%	-12%	3	2%
17	COC(=O)C(O)(c1ccc(NC(=O)NC2CCCCC2)cc1)C(F)(F)F (stereo unspecified)	8%	u	2%	-3%	-5%	0.1%	x	3%	0%	2	u

# High-throughput results from PubChem.

# Not all compounds are listed; the hit share may differ from the screen's.
